RAD52 inh: blocks human RAD52 DNA annealing; recombinant RAD52 DNA annealing, FRET fluorescence; 0.46% of 360,000 active; P43351; inhibition, % at 18.7 µM;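 active = every replicate showing at least 50% inhibition; inconclusive = mean inhibition at least 50% but not in every replicate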
esBAF inh: blocks esBAF chromatin remodeling in mouse ES cells. Bmi1-luciferase knock-in reporter, 24 h; 100% = twice the neutral-well signal. reporter increase, % at 12.5 µM. 2% of 350,000 active; in the data active = activation above about 40%; inconclusive = no clear call, values can overlap the other calls;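 note: 0% = median of the plate's neutral control wells and 100% = double that signal; a rise in the Bmi1 reporter signal indicates esBAF inhibition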
ERp5 block: ERp5 (human) disulfide isomerase inhibition | ERp5 insulin aggregation, absorbance 650 nm, 90 min | inhibition, % at 9.99 µM | 0.05% of 350,000 active;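 active = mean replicate inhibition above about 25%, with every replicate also reaching it, limit read from the data, passing the limit was not always enough; inconclusive = only one of those two criteria met; inactive = neither criterion met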
Target sequence (Q15084 whole entry, looked up): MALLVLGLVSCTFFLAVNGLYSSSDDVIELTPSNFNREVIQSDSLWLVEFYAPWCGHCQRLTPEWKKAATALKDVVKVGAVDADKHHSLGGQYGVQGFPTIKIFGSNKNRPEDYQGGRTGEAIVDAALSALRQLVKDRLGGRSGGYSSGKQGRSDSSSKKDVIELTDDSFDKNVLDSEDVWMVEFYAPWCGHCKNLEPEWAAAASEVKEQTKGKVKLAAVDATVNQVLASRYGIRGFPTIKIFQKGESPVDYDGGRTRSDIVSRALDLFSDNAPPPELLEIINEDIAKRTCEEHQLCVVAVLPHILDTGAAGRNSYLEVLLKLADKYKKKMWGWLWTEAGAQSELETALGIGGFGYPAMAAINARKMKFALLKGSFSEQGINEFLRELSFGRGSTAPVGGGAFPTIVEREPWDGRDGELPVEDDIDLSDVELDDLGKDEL
E-selectin induc: induces E-selectin expression in human endothelial cells. P16581. HUVEC E-selectin immunofluorescence imaging; normalized: neutral wells 0, TNF-alpha wells 100. activation, % at 7.58 µM. 0.37% of 260,000 active. AID 686992;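 active = mean E-selectin-positive cell signal at least 10% of the positive control, reached in at least 60% of replicates, without over 20% cell loss; inconclusive = no rule given, readout overlaps actives, possibly toxicity-flagged; inactive = the rest, including those meeting only one limit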;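 note: in these data hits start at about 27%; measured in HUVEC primary endothelial cells; signal is the percent of cells scored E-selectin positive by PE staining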
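Test system: HUVEC | Signal: Immunofluorescence imaging | Read-out: Percent E-selectin-positive cells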
PglD inh: blocks C. jejuni PglD acetyltransferase activity; 0.098% of 360,000 active; inhibition, % at 12.5 µM; AID 602405; purified PglD enzyme, DTNB colorimetric CoA detection; in the data active = inhibition above about 16%, passing the limit was not always enough; inconclusive = no clear call, values can overlap the other calls; note: strong numbers were not always called active
ARNT TACC3 PPI: disrupts binding between human ARNT and TACC3; Q9Y6A5; AlphaScreen His-ARNT PAS-B/GST-TACC3 binding, luminescence; TACC3 fragment carries E629A point mutation; inhibition, % at 9.99 µM; 0.66% of 390,000 active;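 active = mean inhibition of replicates at least 50% and at least half of replicates each reaching 50%; inconclusive = half or more replicates reach 50% but mean below 50%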;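 note: 0% = complete ARNT plus TACC3 wells and 100% = ARNT alone without TACC3; many hits fall short of the cut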
CASP6 VEID inh: caspase-6 (human) enzyme inhibition; P55212; purified caspase-6, Z-VEID-R110 cleavage fluorescence; inhibition, % at 12.5 µM; 0.53% of 350,000 active;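 active = mean inhibition across replicates at least about 35%, with every replicate also reaching that limit, limit read from the data; inconclusive = only one of the two criteria met; inactive = neither criterion met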;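 note: 0% = median of neutral control wells and 100% = no fluorescence left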
Target sequence (P55212 24-179 limits assumed): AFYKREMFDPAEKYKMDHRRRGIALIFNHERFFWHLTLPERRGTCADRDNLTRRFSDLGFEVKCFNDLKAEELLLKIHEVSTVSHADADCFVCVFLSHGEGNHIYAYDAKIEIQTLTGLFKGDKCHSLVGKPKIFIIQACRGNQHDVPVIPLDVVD
Target sequence (P55212 194-293 limits assumed): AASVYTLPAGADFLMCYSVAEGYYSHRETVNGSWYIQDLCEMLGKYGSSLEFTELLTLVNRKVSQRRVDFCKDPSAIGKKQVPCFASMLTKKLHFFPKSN
RAD54 branch: RAD54 (human) branch migration inhibition | RAD54 Holliday junction branch migration, FAM/BHQ fluorescence | inhibition, % at 10.4 µM | 0.14% of 360,000 active | AID 602329;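 active = mean normalized replicate activity at least 40 and at least half of replicates scoring 40 or more; inconclusive = only one of the two criteria met; inactive = mean below 40 and under half of replicates reaching 40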;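 note: 0% = median of neutral control wells and 100% = median of positive control wells; inhibitors cause a drop in the FAM fluorescence signal; in these data hits start at about 50%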
An asterisk follows results filed as active; ? = inconclusive; nt = no result given.

SMILES	RAD52 inh	esBAF inh	ERp5 block	E-selectin induc	PglD inh	ARNT TACC3 PPI	CASP6 VEID inh	RAD54 branch
COc1ccccc1NC(=O)CSc1nc(=O)n(CCN2CCOCC2)c2c1CCC2	-15	-4	-1	-0.1	-2	4	-2	2
CCn1c(=S)sc2c(=O)n(CC(=O)Nc3ccc(Cl)cc3)c(C)nc21	-1	1	-2	0.0	-6	-8	-1	-4
COc1ccc(S(=O)(=O)N(C)CC(=O)NCCCN2CCOCC2)cc1C	-9	-4	14	nt	4	3	-1	11
CC1(C)C(=O)Nc2ccccc2N1C(=O)CSc1nnc2c(Cl)cc(Cl)cn12	-4	nt	?	-0.5	nt	1	12	nt
COc1ccccc1CCC(=O)Nc1ccc2c(c1)c(=O)n(C)n2Cc1cccc(C(F)(F)F)c1	-16	5	0	0.0	-6	nt	3	-3
CC(C)Cc1cc(C(=O)N2CCC(N3CCC(C(=O)N4CCCC4)CC3)CC2)n[nH]1	-58	0	4	0.0	1	-2	-5	-9
O=C(O)c1cc(N2C(=O)C=CC2=O)cc(N2C(=O)C=CC2=O)c1	-11	nt	6	-0.2	18	-10	61*	33
O=C(COc1ccc2c(C(F)(F)F)cc(=O)oc2c1)Nc1ccc2c(c1)OCCO2	nt	9	nt	nt	-2	-5	nt	0
CC(=O)Nc1ccc(S(=O)(=O)NC(C)(C#N)C2CC2)cc1 (stereo not given)	-11	-8	-1	0.0	3	-2	-4	2
O=C(C(Cc1ccccc1)N1C(=O)C2C3C=CC(C3)C2C1=O)N1CCCCCC1 (stereo not given)	nt	-12	nt	nt	11	-41	nt	-12
C[C@@H]1CN([C@H](C)CO)C(=O)c2cccc(NC(=O)c3nc4ccccc4s3)c2O[C@@H]1CN(C)S(=O)(=O)c1cn(C)cn1	-4	-1	4	0.1	1	6	3	9
O=[N+]([O-])c1cccc(OCc2cn3cccnc3n2)c1	-15	nt	0	nt	nt	-1	0	nt
CCOC(=O)C1(CCc2ccccc2)CCN(C(=O)C2=C(C)OCCO2)CC1	2	nt	4	nt	nt	1	0	nt
O=C(CSc1nc2ccccc2c(=O)n1-c1ccc(F)cc1)Nc1ccc(C(=O)O)cc1	-9	-6	0	0.1	1	-13	0	-2
O=C(NCc1ccccc1)c1cc(C2COCCN2S(=O)(=O)c2ccccc2)on1 (stereo not given)	-4	1	0	-0.4	-9	nt	-1	-20
O=C(CSc1nnc(-c2ccccc2Cl)n1Cc1ccco1)Nc1ccc2c(c1)OCCO2	nt	0	nt	nt	-2	0	nt	1
Cc1occc1C(=O)N1CCN(c2ccc(Cl)c(Cl)c2)CC1	nt	6	nt	nt	2	-1	nt	-3
Cc1sc2ccccc2[n+]1CCC(C)S(=O)(=O)[O-] (stereo not given)	nt	-8	nt	nt	5	-14	nt	0
O=C(O)C[C@@H]1CC[C@@H](NC(=O)Nc2ccccc2)[C@H](CO)O1	-4	-1	-2	-0.2	-1	-5	-2	4
Cc1noc(C)c1NC(=O)N(C)C[C@@H]1Oc2c(NC(=O)Nc3cccc4ccccc34)cccc2C(=O)N([C@H](C)CO)C[C@H]1C	3	1	0	-4.1	0	-1	7	-4
O=[N+]([O-])c1ccccc1S(=O)(=O)Nc1cccc(-c2ccc(N3CCOCC3)nn2)c1	-12	27	-1	0.1	4	1	5	-14
C[C@@H]1CN([C@H](C)CO)C(=O)c2cc(NC(=O)CCN3CCOCC3)ccc2O[C@@H]1CN(C)S(C)(=O)=O	7	-2	-3	5.0	-1	-8	-1	0
COc1ccc(C(=O)NCCc2cccc(Cl)c2)cc1OC1CCN(C(C)=O)CC1	-11	10	-7	1.2	0	nt	5	-2
Cc1cc[n+](CC(=O)Nc2nc3ccccc3s2)cc1	-12	nt	5	nt	nt	-1	0	nt
COc1ccc(S(=O)(=O)Nc2cccc3c2O[C@@H](CN(C)Cc2ccc4c(c2)OCO4)[C@@H](C)CN([C@@H](C)CO)C3=O)cc1	1	-2	1	-9.2	5	4	2	3

Reprinted from the part before: 2 entries, followed by the next part.
SMILES	RAD52 inh	esBAF inh	ERp5 block	E-selectin induc	PglD inh	ARNT TACC3 PPI	CASP6 VEID inh	RAD54 branch
Cc1cc[n+](CC(=O)Nc2nc3ccccc3s2)cc1	-12	nt	5	nt	nt	-1	0	nt
COc1ccc(S(=O)(=O)Nc2cccc3c2O[C@@H](CN(C)Cc2ccc4c(c2)OCO4)[C@@H](C)CN([C@@H](C)CO)C3=O)cc1	1	-2	1	-9.2	5	4	2	3
Cn1cc([N+](=O)[O-])c(C(=O)Nc2ccn(C34CC5CC(CC(C5)C3)C4)n2)n1	5	nt	5	-0.4	nt	0	1	nt
CC(C(=O)O)n1c(-c2ccn[nH]2)n[nH]c1=S (stereo not given)	-16	-4	1	2.0	2	2	-5	5
C[C@H]1CN([C@@H](C)CO)C(=O)c2cc(C#CC3CC3)cnc2O[C@H]1CN(C)C(=O)c1ccccc1	0	-6	7	0.4	-1	-9	-1	5
CCOc1cc(/C=C2\SC(=NC)N(C)C2=O)cc(Cl)c1OC(C)=O	-22	2	-4	1.0	4	-4	-1	4
CCc1cc2c(Nc3ccc(O)cc3)nc(C)nc2s1	0	9	2	nt	1	29	0	4
Cc1ccc(NC(=S)N2CCCCCC2)cc1	-6	39	6	nt	nt	1	0	nt
CC(C)C(=O)Nc1ccccc1N1CCN(S(C)(=O)=O)CC1	nt	-3	nt	nt	1	-4	nt	-1
Cc1ccc(S(=O)(=O)Nc2cccc3c2O[C@H](CN(C)CC2CCCCC2)[C@H](C)CN([C@H](C)CO)C3=O)cc1	11	0	0	-0.3	5	-1	-1	-4
CSc1ccccc1NC(=O)CN(C)CC(=O)Nc1ccccc1F	nt	nt	nt	-0.4	1	-4	nt	5
CSc1nnc(C)c(/C=C/NOCc2ccc(Cl)cc2)n1	-2	-3	-8	nt	-1	-13	8	6
O=C(OCC(=O)N1CCc2ccccc21)[C@@H]1CC(O)CN1S(=O)(=O)c1ccccc1[N+](=O)[O-] (stereo not given in full)	-5	21	4	-0.2	0	3	3	2
COc1ccc(NC(=O)Nc2ccc3c(c2)C(=O)N([C@H](C)CO)C[C@@H](C)[C@H](CN(C)S(=O)(=O)c2cccs2)O3)cc1	7	-2	3	-1.8	7	11	-1	3
COc1ccc(N(CC(=O)NCc2ccc3c(c2)OCO3)S(C)(=O)=O)cc1OC	-5	-10	1	nt	-4	-4	0	-2
O=C(CSc1nnnn1C1CCCC1)Nc1ccccc1N1CCOCC1	-14	nt	1	0.1	nt	-2	6	nt
Nc1nc(Cl)c2ncn(C3OC(CO)C(O)C3O)c2n1 (stereo not given)	-5	-5	-2	0.9	-3	-2	-7	0
COc1cc(C(NC=O)C(=O)Nc2c(C)cccc2C)ccc1O (stereo not given)	1	-5	3	nt	-3	-6	0	-3
O=C(CCc1nc2ccccc2c(=O)[nH]1)N1CCN(S(=O)(=O)c2ccc(Cl)c(C(F)(F)F)c2)CC1	-8	0	1	nt	2	nt	-2	-12
CSCC[C@H](NC(=O)OC(C)(C)C)C(=O)N/N=C/c1ccc2nccnc2c1	-15	-11	-3	nt	-2	2	4	3
O=C(NCc1ccc(Cl)cc1)c1cc(=O)[nH]c2ccccc12	-19	-2	-2	-0.2	-5	nt	-8	-1
O=C(c1cccc(C(F)(F)F)c1)N1CCC(O)(CS(=O)(=O)Cc2ccccc2Cl)CC1	nt	27	nt	0.1	0	-11	nt	5
CC1CCc2cc(F)ccc2N1C(=O)c1cccnc1 (stereo not given)	-10	-9	1	nt	-2	-2	2	7
COc1ccc(NC(=O)Nc2ccc3c(c2)C(=O)N([C@H](C)CO)C[C@H](C)[C@H](CN(C)C(=O)Nc2ccc(F)cc2)O3)cc1	-7	0	0	0.0	1	6	0	6
CC(=O)Nc1ccc(NC(=O)C2CC(=O)Nc3nc4ccccc4n32)cc1 (stereo not given)	-11	nt	-3	5.0	-3	-9	1	0
CC1(C)Oc2ccc3ccc(=O)oc3c2/C(=C/NNC(N)=S)C1=O	-29	15	-2	0.1	1	75*	2	5
CNC(=O)C1=C[C@H](c2csc3ccccc23)C[C@H](OCCCCO)O1	1	nt	-1	nt	-6	10	-3	6
SMILES	RAD52 inh	esBAF inh	ERp5 block	E-selectin induc	PglD inh	ARNT TACC3 PPI	CASP6 VEID inh	RAD54 branch
O=C(O)CSCC(=O)N1CCN(Cc2ccc3c(c2)OCO3)CC1	nt	-6	nt	nt	-4	-2	nt	2
C[C@@H]1CN([C@H](C)CO)C(=O)c2cc(NS(=O)(=O)c3ccc(F)cc3)ccc2O[C@@H]1CN(C)S(=O)(=O)c1ccc(Cl)cc1	8	3	-3	-0.5	0	9	0	0
Cc1sccc1/C=N/NC(=O)c1ccco1	8	32	2	nt	-5	7	-1	0
CN1CCN(c2ncnc3c2cnn3-c2ccc(Cl)cc2)CC1	1	-65	-4	1.4	3	1	1	-6
Cc1ccccc1-c1ccc([C@@H]2[C@@H](CO)N3CCCCN(CC4CC4)C[C@H]23)cc1	-6	-11	-4	0.1	0	3	0	1
C[C@H](CO)N1C[C@H](C)[C@H](CN(C)Cc2ccccc2)OCCCC[C@H](C)Oc2ccc(NC(=O)c3ccccc3)cc2C1=O	nt	-2	nt	nt	0	1	nt	-2
Cc1noc(C)c1NC(=O)Nc1cccc2c1O[C@H](CN(C)CC1CC1)[C@@H](C)CN([C@@H](C)CO)C2=O	-11	1	2	-0.1	-5	8	-3	-1
COc1ccc(Nc2ccc(N3C(=O)CCC3=O)cc2[N+](=O)[O-])cn1	-17	-10	-2	-0.3	-2	-3	3	-3
Cn1cccc1-c1cc(C(=O)N/N=C/c2ccc(F)cc2)[nH]n1	-12	1	6	nt	0	15	1	-9
COc1ccc(-c2ccc3c(c2)[C@@H]2C[C@H](N(C)C(=O)C(C)(C)C)[C@H]([C@H](C)O)C(=O)N2CC3)cc1	-33	7	-1	0.1	1	2	nt	-11
COC(=O)c1c(C)oc(C)c1S(=O)(=O)N1CCOCC1	-17	2	6	0.0	-3	0	3	-4
CC(=O)N1CCOc2ccc(S(=O)(=O)N3CCC(C(=O)NCc4ccccc4)CC3)cc21	3	1	5	nt	0	-2	10	7
C[C@@H]1CN([C@@H](C)CO)C(=O)c2cc(NC(=O)Nc3ccc(F)cc3)ccc2O[C@@H]1CN(C)S(=O)(=O)c1cn(C)cn1	10	-2	-2	-0.3	0	nt	3	-1
Cc1cccc(C)c1NC(=O)CN1C(=O)NC(C)(C2CC2)C1=O (stereo not given)	1	-7	-7	nt	-1	-4	1	1
COc1cccc(NC(=O)Nc2ccc3c(c2)C(=O)N(C)C[C@H](OC)[C@H](C)CN[C@H](C)CO3)c1	-3	-1	2	0.2	1	11	-2	8
COc1ccc2nc(NC(=O)CCn3cccc3)sc2c1	nt	-7	nt	nt	4	-1	nt	-2
CCn1c(SCC(=O)NC2CC2)nnc1-c1cccc(OC)c1	-14	-3	14	-0.1	-1	3	-1	-4
CCOCC(=O)NCc1ccc2c(c1)OCO2	nt	-5	nt	nt	4	-6	nt	-10
CCNC(=O)C[C@@H]1CC[C@H]2[C@H](COc3ccc(NC(=O)Nc4cccc(Cl)c4)cc3C(=O)N2C)O1	11	-1	-3	0.2	-1	9	-1	-12
O=S(=O)(c1cccc2nsnc12)N1CCN(c2ccccc2F)CC1	1	-4	-4	nt	nt	10	5	nt
[O-]/[N+](=C\c1ccccc1)[C@@H]1CCCC[C@@H]1/[N+]([O-])=C/c1ccccc1	nt	-12	nt	nt	5	-5	nt	3
COC(=O)C(C)N1C(=O)S/C(=C\c2ccc(-c3ccc(C(=O)O)cc3C)o2)C1=O (stereo not given)	-68	71*	-2	0.3	3	-6	21	-11
Cc1cc(C)c(S(=O)(=O)NC2CCN(Cc3ccccc3)CC2)c(C)c1	-135	-34	12	2.9	nt	1	3	nt

Entries listed so far printed as active in esBAF inh.
molecule,RAD52 inh,esBAF inh,ERp5 block,PglD inh,ARNT TACC3 PPI,CASP6 VEID inh
COC(=O)C(C)N1C(=O)S/C(=C\c2ccc(-c3ccc(C(=O)O)cc3C)o2)C1=O (stereo not given),-68,71*,-2,3,-6,21
